Screening results as filed in PubChem.
Rab9 promoter act = activates the Rab9 promoter; AID 485297; actives 2.8% (n = 320,000); Huh7 Rab9 promoter-luciferase reporter, luminescence, 24 h; Potency, µM (titrated, usually from 9.22 µM), for the others: at the highest dose activation, negative = inhibition, most hits filed as activators; note: potency is the fitted concentration of half-maximal effect; % of control where 0% means no effect; nearly all actives have a fitted effect of over 60% in size
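Using Huh7 cells stably transfected with Rab9 promoter–luciferase, compounds were incubated 24 h at 37 °C, 5% CO2; luciferase luminescence was read 10 min after reagent addition.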
RORgamma inh = blocks mouse ROR gamma transcriptional activity | Potency, µM (titrated, usually from 53.6 µM), without a hit: top-dose activity change, negative = inhibition, hits mostly inhibitors | P51450 | actives 5.4% (n = 310,000) | Drosophila S2 Gal4-RORgamma UAS-luciferase reporter, 20 h; note: potency is the fitted concentration of half-maximal effect; % is set by controls: 0 for no effect and ±100 for the full control effect; nearly all actives have a fitted effect of over 60% in size
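In this cell-based reporter format, copper sulfate (700 uM final) drives Gal4–ROR gamma fusion expression from a metallothionein promoter in Drosophila Schneider cells; compounds preincubated 1 hr, reporter read after 20 hr at ambient temperature.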
Gal4-VP16 FLuc = counter-screen for ROR gamma inhibitors: Gal4-VP16 reporter; Potency, µM (titrated, usually from 53.6 µM), for the others: at the top dose activity, negative = inhibition, most hits filed as inhibitors; AID 2546; Drosophila S2 Gal4-VP16 UAS-luciferase, luminescence, 20 h; actives 3.5% (n = 310,000);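 note: Gal4-VP16 expression switched on by copper sulfate through the metallothionein promoter; potency is the fitted concentration of half-maximal effect; % is set by controls: 0 for no effect and ±100 for the full control effect; nearly all actives have a fitted effect of over 50% in size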
Mito fusion act = inhibitors of mitochondrial division or activators of mitochondrial fusion | S. cerevisiae fusion-defective mutant growth rescue, CellTiterGlo 48 h | Potency, µM (titrated, usually from 46.1 µM), without a hit: at the highest dose growth rescue (activation), actives largely listed as activators | actives 0.23% (n = 320,000);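 note: potency is the fitted concentration of half-maximal effect; % of control where 0% means no effect; nearly all actives have a fitted effect of over 45% in size; temperature-sensitive fusion mutants such as fzo1-1 at 37 °C on non-fermentable ethanol glycerol medium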
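Growth-rescue viability read-out: after 48 h at the non-permissive 37C in glycerol/ethanol YPEG, yeast mitochondrial fusion mutants are measured by CellTiterGlo luminescence; compounds (23 nl pinned per well) restoring growth score as division inhibitors or fusion activators.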
ELG1 DNA repair = inhibitors of ELG1-dependent DNA repair in HEK293T cells; HEK293T ELG1-luciferase reporter, luminescence, 16 h; DNA damage induced by 5-fluorouridine; Potency, µM (top dose mostly 46.1 µM), for the others: at the highest dose activity change, negative = inhibition, hits mostly inhibitors; actives 2.3% (n = 330,000); AID 504467; note: potency is the fitted concentration of half-maximal effect; % is set by controls: 0 for no effect and ±100 for the full control effect; nearly all actives have a fitted effect of over 55% in size
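In this reporter screen, reduction of luminescence relative to DMSO vehicle indicated activity. Compounds and 5-fluorouridine were added together to 2,000 cells per well, incubated for 16 hr at 37 °C, then developed with ONE-Glo.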
FLuc modulator = firefly luciferase modulation, counter-screen for miR-21 project; purified FLuc, Km substrates, luminescence inhibition; P08659; Potency, µM (highest dose often 57.5 µM), inactives show at the top dose activity change, negative = inhibition, most hits filed as inhibitors; actives 6.9% (n = 360,000);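 note: potency is the fitted concentration of half-maximal effect; plate controls were vehicle for no effect and reference inhibitor for full effect; nearly all actives have a fitted effect of over 55% in size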
Target sequence (P08659 whole entry, looked up): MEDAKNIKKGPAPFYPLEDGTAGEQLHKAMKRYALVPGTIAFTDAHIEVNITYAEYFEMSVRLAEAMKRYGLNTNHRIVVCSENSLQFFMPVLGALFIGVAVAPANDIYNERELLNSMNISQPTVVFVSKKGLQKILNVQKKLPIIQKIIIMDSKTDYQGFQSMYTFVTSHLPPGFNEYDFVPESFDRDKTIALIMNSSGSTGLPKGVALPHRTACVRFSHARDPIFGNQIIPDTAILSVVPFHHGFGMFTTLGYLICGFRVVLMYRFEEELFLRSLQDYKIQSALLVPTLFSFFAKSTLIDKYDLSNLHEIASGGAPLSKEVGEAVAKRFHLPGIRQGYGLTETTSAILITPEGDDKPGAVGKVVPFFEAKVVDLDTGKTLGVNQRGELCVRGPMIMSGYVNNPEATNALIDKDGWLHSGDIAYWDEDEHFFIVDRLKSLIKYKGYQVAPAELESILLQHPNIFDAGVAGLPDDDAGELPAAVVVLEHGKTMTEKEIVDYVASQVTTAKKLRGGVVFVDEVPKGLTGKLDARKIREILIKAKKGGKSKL
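Biochemical qHTS of compounds, final roughly 60 µM downward over six points, against 10 nM purified firefly luciferase using Km concentrations of substrates (10 uM D-luciferin, 10 uM ATP) in Tris acetate pH 7.5 buffer; luminescence output.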
PKM2 activator = increases activity of human pyruvate kinase M2 | P14618 | purified PKM2, Kinase-Glo ATP luminescence, activation; response scale: 0% is enzyme alone, no compound | Potency, µM (top dose mostly 57.5 µM), without a hit: at the top dose activation, actives largely listed as activators | actives 0.34% (n = 260,000) | AID 1631; note: potency is the fitted concentration of half-maximal effect; % is set by controls: 0 for no effect and ±100 for the full control effect; nearly all actives have a fitted effect of over 55% in size
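Kinase-Glo luminescence reports ATP generated from ADP (0.1 mM) and PEP (0.5 mM) by purified hPK-M2 after 1 h at room temperature, pH 7.2 imidazole buffer; intermediate enzyme activity allows detecting inhibitors and activators.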
NPC1 prom act = activators of NPC1 promoter; Huh7 NPC1 promoter luciferase reporter, 24 h; AID 485313; actives 2.4% (n = 320,000); Potency, µM (highest dose often 9.22 µM), for inactives: at the top dose activation, most hits filed as activators;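 note: potency is the fitted concentration of half-maximal effect; % of control where 0% means no effect; nearly all actives have a fitted effect of over 60% in size; reporter is driven by a mutant NPC1 promoter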
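NPC1 promoter–luciferase Huh7 cells; 24 h compound; luminescence.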
MBNL1 CUG block = blocks human MBNL1 binding to CUG repeat RNA; Q9NR56; TR-FRET MBNL1-His/biotin-(CUG)12 binding, 665/545 ratio; Potency, µM (top dose mostly 57.5 µM), for inactives: at the top dose activity change, negative = inhibition, hits mostly inhibitors; actives 0.036% (n = 280,000); AID 2675; active = well fitted inhibition curve with a large enough effect in the signal ratio, with a control signal flat, not every such curve was filed as active; inconclusive = small, poorly fitted or top-dose-only effect, or effect the other way, or a change in a side signal; inactive = no such curve, though single readings can be large or run the other way; the % refers to the signal ratio; note: potency is the fitted concentration of half-maximal effect; % is set by controls: 0 for no effect and ±100 for the full control effect
Target sequence (Q9NR56 whole entry, looked up): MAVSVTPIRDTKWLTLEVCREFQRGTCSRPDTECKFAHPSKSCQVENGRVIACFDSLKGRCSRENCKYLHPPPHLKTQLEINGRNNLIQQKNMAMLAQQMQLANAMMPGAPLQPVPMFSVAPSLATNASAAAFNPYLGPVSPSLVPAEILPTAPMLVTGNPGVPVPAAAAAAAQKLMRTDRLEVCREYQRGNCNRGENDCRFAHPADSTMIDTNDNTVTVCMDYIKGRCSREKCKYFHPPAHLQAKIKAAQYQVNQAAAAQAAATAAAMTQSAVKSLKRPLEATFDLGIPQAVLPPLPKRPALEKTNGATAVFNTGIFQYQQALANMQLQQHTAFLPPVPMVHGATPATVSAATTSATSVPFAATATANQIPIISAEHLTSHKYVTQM
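Compounds (final 92 nM to 58 uM) are added to His-tagged MBNL1 and biotin-(CUG)12, then terbium anti-His antibody and streptavidin-XL665 (5 nM final). After 60 min at room temperature, the 665/545 nm ratio is read.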
Menin-MLL TR inh = menin-MLL binding inhibition, Texas Red mutant peptide; Menin + Texas Red MLL mutant peptide, fluorescence polarization; AID 1768; O00255; Potency, µM (highest dose often 61.6 µM), without a hit: at the highest dose FP activity change, negative = inhibition, usual class: inhibitors; actives 0.23% (n = 270,000); active = well fitted inhibition curve with a large enough effect in the polarisation, with a control signal flat, not every such curve was filed as active; inconclusive = small, poorly fitted or top-dose-only effect, or effect the other way, or a change in a side signal; inactive = no such curve, though single readings can be large or run the other way; the % refers to the polarisation; note: potency is the fitted concentration of half-maximal effect; % of control where 0% means no effect; many of its hits are not listed in these tables
KCNH2 3.1 block = inhibitors of human KCNH2 3.1 potassium channel isoform. AID 720553. actives 0.95% (n = 340,000). activity change, % (tested at about 1.8 µM). U2OS KCNH2 3.1, thallium flux FluxOr; hits give low values;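 active = maximum activity change below -70%; inconclusive = maximum activity change from -70% to -50%; inactive = maximum activity change above -50%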;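 note: thallium influx rate constant from kinetic fluorescence after stimulation buffer; % is set by controls: 0 for no effect and ±100 for the full control effect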
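Measured as rate of thallium-driven FluxOr signal in transduced U2OS cells carrying the 3.1 channel, read kinetically for 2 min upon stimulation; values are rate constants scaled to DMSO control wells.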
* hit, by the source's call; ? = inconclusive; / = no result given; & = joins results of further samples; [ ] = another dose, or the depositor's remark. Unless noted, calls come from the whole dose curve; as a rule, active = well fitted curve in the direction sought with a large enough effect; inconclusive = small, poorly fitted or top-dose-only effect, or another doubt; inactive = no such curve, though single readings can be large; an effect the other way counts as inactive or inconclusive.

#	smiles	MBNL1 CUG block	NPC1 prom act	RORgamma inh	KCNH2 3.1 block	Menin-MLL TR inh	Rab9 promoter act	ELG1 DNA repair	Gal4-VP16 FLuc	PKM2 activator	FLuc modulator	Mito fusion act
1	O=C(CS(=O)(=O)c1ccccc1)Nc1ccc(Cl)cn1	-1%	20%	36%	-3	/	15%	27%	27%	-4%	-9%	-3%
2	CC(C)(C)C(=O)O/N=C(\N)c1ccc(Oc2cc(Cl)cc(Cl)c2)c([N+](=O)[O-])c1	2%	-1%	15%	-6	/	0%	-11%	2%	-1%	-3%	11%
3	CCC(Sc1nc2cc(OC)c(OC)cc2c(=O)n1CCc1ccc(OC)c(OC)c1)C(=O)NCCOC (stereo not given)	-1%	-1%	8%	-7	-22%	0%	18µM*	1%	-4%	2%	-7%
4	Cc1sc2nc(CSCC(=O)NC3(C#N)CCCCC3)[nH]c(=O)c2c1C	/	4%	/	16	/	-3%	-2%	/	/	1%	0%
5	CC1Cc2ccccc2N1C(=O)COC(=O)/C=C/c1cccc(F)c1 (stereo not given)	/	0%	/	-6	/	-5%	4%	/	/	-6%	4%
6	COc1ccc(OCC(=O)N2CCCC2=O)c([N+](=O)[O-])c1	-5%	2%	-13%	-1	/	1%	13%	-11%	16%	0%	-3%
7	CNC(=S)N(Cc1ccco1)Cc1cc2cc3c(cc2[nH]c1=O)OCCO3	10%	-1%	?	0	10%	-5%	11%	7%	22%	-9%	-5%
8	CCCCn1c(N)c(N(CC(C)C)C(=O)c2ccc(OCc3c(C)noc3C)cc2)c(=O)[nH]c1=O	/	0%	/	-5	/	2%	0%	/	/	2%	-5%
9	C=C1CSc2nc(=O)c3c4c(sc3n21)CCCC4	-2%	0%	-10%	3	6%	6%	-5%	4%	2%	1%	-1%
10	CC(C)N1CCN(C(=O)c2cccc(Cl)c2)CC1	8%	-5%	-13%	3	-23%	3%	2%	-3%	-1%	0%	1%
11	CCOC(=O)c1c(C)[nH]c(C(=O)COC(=O)c2ccccc2NC(=O)c2ccco2)c1C	4%	-4%	12%	-5	-1%	-1%	?	-6%	-2%	-18%	0%
12	Cc1c(/C=N/NC(=O)COc2ccccc2[N+](=O)[O-])c2ccccc2n1C	/	-7%	8%	-15	16%	-8%	?	-6%	26%	7%	6%
13	CCC(=O)Nc1c(S(=O)(=O)c2ccccc2)c2nc3ccccc3nc2n1Cc1ccccc1	/	-2%	-8%[10 µM]	3	5%	-10%	?	2%	1%	-2%	6%
14	O=C1C=C(c2ccccc2)C[C@@H](c2ccc(Cl)cc2)C1	/	-3%	/	-6	/	2%	-10%	/	/	-7%	?
15	CC1(C#CC[N+]2(C)CCCCC2)CCC2C(O1)c1ccccc1OC2(C)C (stereo not given)	-2%	6%	13%	32	-2%	-2%	1%	3%	-4%	-4%	-3%

The list goes on (four carried over from the part before).
#	smiles	MBNL1 CUG block	NPC1 prom act	RORgamma inh	KCNH2 3.1 block	Menin-MLL TR inh	Rab9 promoter act	ELG1 DNA repair	Gal4-VP16 FLuc	PKM2 activator	FLuc modulator	Mito fusion act
12	Cc1c(/C=N/NC(=O)COc2ccccc2[N+](=O)[O-])c2ccccc2n1C	/	-7%	8%	-15	16%	-8%	?	-6%	26%	7%	6%
13	CCC(=O)Nc1c(S(=O)(=O)c2ccccc2)c2nc3ccccc3nc2n1Cc1ccccc1	/	-2%	-8%[10 µM]	3	5%	-10%	?	2%	1%	-2%	6%
14	O=C1C=C(c2ccccc2)C[C@@H](c2ccc(Cl)cc2)C1	/	-3%	/	-6	/	2%	-10%	/	/	-7%	?
15	CC1(C#CC[N+]2(C)CCCCC2)CCC2C(O1)c1ccccc1OC2(C)C (stereo not given)	-2%	6%	13%	32	-2%	-2%	1%	3%	-4%	-4%	-3%
16	CC(=O)c1ccc(NC(=O)c2cc(CC(C)C)nc3ccccc23)cc1	26%	19%	?	-1	5%	21%	/	8%	-1%[11.5 µM]	?	-8%
17	CCOc1ccccc1OCCCOc1ccc(C)cc1Br	1%	4%	23%	-9	13%	19%	?	27%	0%	11µM*	-2%
18	COc1cc(SC)ccc1C(=O)NCCOc1c(C)cc(C)cc1C	-3%	1%	19%	-22	-26%	-15%	-14%	-5%	0%	3%	-1%
19	COc1cccc(-c2nc(S(=O)(=O)c3ccccc3)c(N3CCOCC3)o2)c1	-1%	-2%	-44%	-16	?	9%	?	1%	2%	0%	1%
20	O=c1[nH]c(C2CCN(S(=O)(=O)c3cccc(C(F)(F)F)c3)CC2)nc2c1nnn2Cc1cccc(F)c1	1%	-5%	-11%	1	48%[activator]	-1%	-5%	?	/	2%	-3%
21	Cc1nn(Cc2c(F)c(F)c(F)c(F)c2F)c(C)c1NC(=O)c1ccc(COc2cc(Cl)ccc2Cl)cc1	13%	?	14%	13	19%	?	?	9%	0%	?	0%
22	O=C(COc1ccccc1)Nc1nn[nH]n1	-9%	-5%	-26%	5	-13%	-5%	0%	-16%	-13%	5%[2.3 µM]	-1%
23	Cc1ccc(C)c(S(=O)(=O)Nc2cccc(-n3cnnn3)c2)c1	5%	-2%	6%	-7	24%	-5%	-2%	4%	14µM*	1%	10%
24	CCCn1nc(NS(C)(=O)=O)c2cc3cccc(C)c3nc21	1%	1%	-20%	-6	-4%	-2%	8%	-6%	-1%	-17%	-2%
25	COc1ccc(-n2c(Cn3nnc4ccccc43)n[nH]c2=S)cc1	0%	0%	-40%	5	-2%	-1%	3%	0%	-22%	-6%	1%
26	CC(=O)N/C(N)=N/c1nc(=O)c2ccccc2s1	3%	?	-24%	-5	/	2.5µM*	?	0%	-1%	13µM*	-4%
27	COc1ccc(/C(O)=C2/C(=O)C(=O)N(CCN(C)C)C2c2cccnc2)cc1OC (stereo not given)	15%	0%	23%	0	6%	-5%	2%	2%	4%	-2%	11%
28	CC(=O)OCC1=C(C(=O)O)N2C(=O)[C@@H](NC(=O)Cc3cccs3)[C@H]2SC1	?	6%[46.1 µM]	0%&0%	-3	3%&6%&16%	7%[46.1 µM]	-2%	-4%&4%	24%	1%	27%&-1%
29	O=C(CCc1nc2ccccc2c(=O)[nH]1)N1CCN(S(=O)(=O)c2cccc([N+](=O)[O-])c2)CC1	/	-1%	/	9	/	-13%	-17%	/	/	1%	4%
30	CC(C)NC(=O)NC(=O)COC(=O)c1ccccc1Oc1ccccc1	-5%	1%	15%	0	-2%	0%	?	-2%	12%	2%	4%
31	COc1cccc(C(CC(=O)NCCN2CCOCC2)NS(=O)(=O)c2ccc(C)cc2)c1OC (stereo not given)	-7%	-2%	33%	-4	16%	-3%	2%	-2%	-2%	1%	-3%

A portion of the library; rates above refer to the full screens.
